BoNT-A LC inh2 = BoNT/A light chain protease inhibitors, primary screen, biochemical, flow cytometry, MLPCN library; Botulinum neurotoxin type A light chain protease (Clostridium botulinum A str. ATCC 3502); multiplex microsphere protease substrate cleavage; inhibition, % at 10 µM; hit rate 0.17% among 360,000; AID 588499, 2011; in the data active = inhibition above about 30%; inconclusive = no clear call, values can overlap the other calls; also: plate controls were buffer without enzyme for full effect and enzyme alone for no effect
PrPC surface inh = inhibitors of human cell surface prion protein PrPC, primary screen, cell-based, TR-FRET | Major prion protein (Homo sapiens), P04156 | TR-FRET read-out | inhibition, % at 13.8 µM | hit rate 0.43% among 370,000 | AID 720596, 2013; in the data active = inhibition above about 24%; also: 0% = median of the test wells and 100% = reference compound wells
GDH-TPI inh = GDH-TPI coupling enzyme inhibitors, primary screen, artefact control for M. tuberculosis FBA inhibitor project, biochemical, absorbance, full deck | GDH-TPI coupled enzyme counterscreen, NADH absorbance | inhibition, % at 4.8 µM | hit rate 1.2% among 360,000 | AID 588335, 2011;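 also: 0% = DMSO wells and 100% = wells lacking the enzyme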
Mtb FBA inh = Mtb FBA enzyme inhibitors, primary screen, biochemical, fluorescence, strain H37Rv. Fructose-bisphosphate aldolase (Mycobacterium tuberculosis (strain ATCC 25618 / H37Rv)), …. purified M. tuberculosis FBA, fluorescence read-out. inhibition, % at 1 µM. hit rate 2.3% among 360,000. AID 588726, 2011; in the data active = inhibition above about 27%;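 also: 0% = vehicle and 100% = reference inhibitor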
Target sequence (P9WQA3 whole entry, looked up): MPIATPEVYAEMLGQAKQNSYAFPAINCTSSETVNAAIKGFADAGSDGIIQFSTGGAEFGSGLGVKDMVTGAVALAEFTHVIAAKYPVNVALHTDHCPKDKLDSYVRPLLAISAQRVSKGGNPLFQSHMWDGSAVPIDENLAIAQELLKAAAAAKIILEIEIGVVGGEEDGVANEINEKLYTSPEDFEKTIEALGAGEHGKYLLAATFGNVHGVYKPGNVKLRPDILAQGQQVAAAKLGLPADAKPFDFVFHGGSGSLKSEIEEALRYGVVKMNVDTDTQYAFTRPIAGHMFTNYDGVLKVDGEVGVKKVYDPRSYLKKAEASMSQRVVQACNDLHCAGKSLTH
Mtb UGM inh = M. tuberculosis UGM enzyme inhibitors, primary screen, biochemical, fluorescence polarization, single point; UDP-galactopyranose mutase (Mycobacterium tuberculosis (strain ATCC 25618 / H37Rv)), …; purified UGM, fluorescence polarization probe displacement; inhibition, % at 10 µM; hit rate 0.06% among 320,000; in the data active = inhibition above about 10%, passing the limit was not always enough; inconclusive = no clear call, values can overlap the other calls
Target sequence (P9WIQ1 whole entry, looked up): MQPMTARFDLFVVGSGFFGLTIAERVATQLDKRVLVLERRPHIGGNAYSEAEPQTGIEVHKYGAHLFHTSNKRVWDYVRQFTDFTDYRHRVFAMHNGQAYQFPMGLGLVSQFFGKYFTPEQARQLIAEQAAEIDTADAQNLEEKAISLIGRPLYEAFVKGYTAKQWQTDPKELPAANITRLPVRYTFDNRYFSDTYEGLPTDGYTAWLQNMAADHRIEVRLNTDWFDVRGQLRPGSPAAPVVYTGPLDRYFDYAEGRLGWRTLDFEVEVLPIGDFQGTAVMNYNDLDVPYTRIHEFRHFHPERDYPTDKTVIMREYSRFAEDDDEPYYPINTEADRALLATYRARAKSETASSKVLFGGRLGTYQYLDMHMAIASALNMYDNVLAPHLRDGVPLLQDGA
BoNT F protease = BoNT/F light chain protease inhibitors, primary screen, biochemical, flow cytometry, MLPCN library | Multiplex microsphere protease cleavage assay | hit rate 0.22% among 360,000 | Botulinum neurotoxin type F light chain protease (Clostridium botulinum) | AID 588497, 2011 | inhibition, % at 10 µM; in the data active = inhibition above about 35%, passing the limit was not always enough; inconclusive = no clear call, values can overlap the other calls; also: plate controls were buffer without enzyme for full effect and enzyme alone for no effect
Mtb BioA inh = M. tuberculosis BioA enzyme inhibitors, primary screen, biochemical, plate reader, single point, HTS; AID 602481, 2012; hit rate 0.096% among 360,000; 7,8-diaminopelargonic acid synthase BioA (Mycobacterium tuberculosis); purified M. tuberculosis BioA enzyme; inhibition, % at 9.99 µM; in the data active = inhibition above about 40%; inconclusive = no clear call, values can overlap the other calls
FadD28 binding = inhibitors of FadD28 bisubstrate probe binding, primary screen, biochemical, fluorescence polarization, single point; Mycobacterium tuberculosis FadD28 fatty-acid-AMP ligase; inhibition, % at 12.5 µM; hit rate 0.22% among 360,000; AID 588549, 2011; in the data active = inhibition above about 8.5%, passing the limit was not always enough; inconclusive = no clear call, values can overlap the other calls
CCHF vOTU inh = CCHFV vOTU protease inhibitors, primary screen, biochemical, Pep-AMC substrate, fluorescence. Crimean-Congo hemorrhagic fever virus L polyprotein viral ovarian tumor (vOTU) protease …. inhibition, % at 11.5 µM. hit rate 0.55% among 370,000; also: 0% = vehicle wells with enzyme and 100% = no enzyme wells
* = called active by the depositor; ? = inconclusive; nt = not tested or not shown; & = joins results of further samples. Rule as the data show it, unless noted: active = inhibition above about 30%; inactive = the rest. The order is random. About 4.8% of those tested had a hit in this group.

item	SMILES	BoNT-A LC inh2	PrPC surface inh	GDH-TPI inh	Mtb FBA inh	Mtb UGM inh
1	CCN1CNC(=S)N(Cc2ccccc2)C1	1.2	8	-9	-1	0.4
2	CCOC(=O)N1CCN(C(=O)COC(=O)C2CCN(S(=O)(=O)c3c(Cl)cccc3Cl)CC2)CC1	3.5	-2	1	-1	-0.8
3	Cc1[nH]c2ccccc2c1CCNC(=O)CCC(=O)c1ccccc1	0.7	1	3	2	-2.1
4	Cc1cc(C(=O)CN2C(=O)NC3(CCCc4sccc43)C2=O)c(C)n1-c1ccc(Cl)cc1 (stereo not drawn)	-0.6	7	1	-3	-1.8
5	COc1cccc(C(C(=O)NC2CCCC2)N(C(=O)c2ccco2)c2ccccc2)c1OC (stereo not drawn)	-0.7	-2	5	4	0.7
6	CC(C)CN(C(=O)COC(=O)C1=COCCO1)c1c(N)n(Cc2ccccc2)c(=O)[nH]c1=O	3.8	1	-7	-1	1.7
7	O=C(NC(=S)NCc1ccccc1)c1cccs1	0.9	8	4	-3	-1.5
8	CC(C)c1ccc(NC(=S)NCc2cccs2)cc1	-3.6	0	-10	1	1.0
9	Cn1c(SCC(=O)NC(=O)NCc2ccco2)nnc1C(F)(F)F	0.8	0	-5	1	2.1
10	COc1ccccc1-c1nnc(SCC(=O)Nc2ccc(N3CCOCC3)cc2)n1N	-0.4	-2	0	-4	-0.4
11	CC(=O)OC1CC(C)(C)N(OC(=O)c2ccccc2)C(C)(C)C1	0.0	-3	11	-2	1.4
12	COc1ccc(-c2nnn(CC(=O)N(Cc3ccccc3Cl)C(C(=O)NCC3CCCO3)c3ccco3)n2)cc1OC (stereo not drawn)	?	-3	15	-1	-4.4

item	BoNT F protease	Mtb BioA inh	FadD28 binding	CCHF vOTU inh
1	13	-1.2	-0.8	10
2	3	1.2	-3.6	0
3	3	-5.1	-0.1	0
4	1	-1.1	-1.7	-4
5	-5	-2.1	-1.5	12
6	0	-1.1	-2.2	6
7	-4	0.6	-0.7	-2
8	-6	1.4	7.3	24
9	8	nt	-4.8	0
10	-8	0.4	-3.2	7
11	6	-0.2	-1.8	-7
12	?	-0.3	-1.8	18

(continued)
item	SMILES	BoNT-A LC inh2	PrPC surface inh	GDH-TPI inh	Mtb FBA inh	Mtb UGM inh
13	CCOCCCNC(=O)C(NC(=O)c1ccc(=O)[nH]c1)c1ccccc1 (stereo not drawn)	-0.2	-4	3	4	-3.8
14	Cc1ccn2c(CNC(C)CCn3cccn3)c(C(=O)N3CCCCCC3)nc2c1 (stereo not drawn)	-0.7	2	3	3	-2.4
15	CN(C(=O)c1ccncc1)C1CCCCC1	-1.9	6	-2	1	3.5
16	Cc1nc2ncnn2c(N2CCCC(C(=O)Nc3ccccc3Br)C2)c1C (stereo not drawn)	-0.7	9	15	0	-2.0
17	COCCNC(=O)CCC(=O)NNc1nc2ccccc2c2nc(-c3ccccc3)nn12	-1.7	-5	5	0	1.0
18	C=CCn1c(SC(C)C#N)nc2sc(CC)cc2c1=O (stereo not drawn)	0.0	1	-1	-2	2.2
19	COc1ccc(-n2nnnc2/C(=C/N(C)C)C(=O)c2ccccc2)cc1	-0.5	-3	12	0	-3.3
20	Cc1cc(NC(=O)c2sc(Nc3ccc(F)cc3)nc2N)no1	0.1	26*	13	-3	0.4
21	C[C@H](CO)N1C[C@H](C)[C@@H](CN(C)S(=O)(=O)c2ccccc2)Oc2ccc(NC(=O)Nc3ccccc3)cc2C1=O	-0.5	-1	0	6	-0.3
22	COc1ccccc1Nc1nnc(SCC(=O)c2cc(C)n(CC3CCCO3)c2C)s1 (stereo not drawn)	0.8	6	18	-2	1.3
23	COc1ccc(C(=O)NNC(=O)c2ccccc2[N+](=O)[O-])cc1	0.3	-8	-1	1	-2.0
24	CCO/C=C1\C(=O)N(CC)c2ccccc21	0.4	-7	0	-1	2.6

item	BoNT F protease	Mtb BioA inh	FadD28 binding	CCHF vOTU inh
13	-11	0.5	-1.9	-3
14	2	nt	0.4	7
15	-46	-2.1	-2.7	3
16	-5	nt	-1.4	6
17	-8	nt	-1.5	8
18	0	nt	-4.0	-8
19	2	-0.1	-3.8	5
20	-3	3.4	0.9	7
21	-8	1.5&-0.8	1.9	6
22	2	-2.4	0.4	4
23	6	nt	-0.2	-11
24	-10	nt	-2.7	-3

Quoted at random: 5 compounds from above
item	SMILES	BoNT-A LC inh2	PrPC surface inh	GDH-TPI inh	Mtb FBA inh	Mtb UGM inh
16	Cc1nc2ncnn2c(N2CCCC(C(=O)Nc3ccccc3Br)C2)c1C (stereo not drawn)	-0.7	9	15	0	-2.0
22	COc1ccccc1Nc1nnc(SCC(=O)c2cc(C)n(CC3CCCO3)c2C)s1 (stereo not drawn)	0.8	6	18	-2	1.3
24	CCO/C=C1\C(=O)N(CC)c2ccccc21	0.4	-7	0	-1	2.6
21	C[C@H](CO)N1C[C@H](C)[C@@H](CN(C)S(=O)(=O)c2ccccc2)Oc2ccc(NC(=O)Nc3ccccc3)cc2C1=O	-0.5	-1	0	6	-0.3
20	Cc1cc(NC(=O)c2sc(Nc3ccc(F)cc3)nc2N)no1	0.1	26*	13	-3	0.4

item	BoNT F protease	Mtb BioA inh	FadD28 binding	CCHF vOTU inh
16	-5	nt	-1.4	6
22	2	-2.4	0.4	4
24	-10	nt	-2.7	-3
21	-8	1.5&-0.8	1.9	6
20	-3	3.4	0.9	7

The results go on:
item	SMILES	BoNT-A LC inh2	PrPC surface inh	GDH-TPI inh	Mtb FBA inh	Mtb UGM inh
25	O=C(NC1CCCCCCC1)c1cccc(Cl)c1	1.1	1	2	-1	-0.7
26	Nc1cccc(-c2cccc3nncn23)c1	-0.3	2	20	2	nt
27	Cc1cc(NC(=O)c2ccno2)no1	1.6	6	-11	-1	0.6
28	CC(=O)N1CC[n+]2c(-c3ccc(Cl)cc3)csc21	0.0	-8	0	2	0.0
29	CCOc1ncccc1C(=O)Nc1ccc(Cl)c(S(=O)(=O)N2CCCC2)c1	-0.5	5	17	6	-0.1
30	COc1ccc(N2CCN(C(CNC(=O)C(C)(C)C)c3ccco3)CC2)cc1 (stereo not drawn)	-0.2	3	-11	3	0.5
31	CCCCNC(=O)Nc1ccccc1C(=O)NCc1ccco1	0.1	-2	2	3	0.9
32	CC(=O)c1ccc(NC(=O)/C(C#N)=C/c2ccncc2)cc1	0.0	3	6	1	2.9
33	O=C1CC(C(=O)Nc2ccccc2C(=O)O)C(c2ccccc2)O1 (stereo not drawn)	0.9	6	19	5	4.8
34	CC1(C)COC(Cc2ccccc2)=N1	-0.2	8	-2	-1	nt
35	COc1ccccc1CNCCS(=O)(=O)NCc1ccccc1OC	-0.2	4	7	-2	nt
36	Cc1ccc(C(=O)N/C(=C\c2ccco2)C(=O)N2CCSCC2)cc1C	-0.3	-7	5	-5	-0.3

item	BoNT F protease	Mtb BioA inh	FadD28 binding	CCHF vOTU inh
25	?	-1.0	-1.5	2
26	-4	-2.2	-1.4	2
27	4	0.6	0.5	-2
28	-4	nt	-3.1	-18
29	-11	0.0	-2.0	16
30	0	nt	-4.2	3
31	1	1.4	-3.8	-12
32	-4	16	-0.6	5
33	-3	-2.1	0.3	1
34	4	-1.2	-2.9	-8
35	-7	1.7	-6.3	1
36	-6	nt	0.3	4

Following part:
item	SMILES	BoNT-A LC inh2	PrPC surface inh	GDH-TPI inh	Mtb FBA inh	Mtb UGM inh
37	O=C(COC(=O)C1COc2ccccc2O1)Nc1ccccc1OC(F)F (stereo not drawn)	-2.2	0	-5	-3	1.2
38	O=C1c2cccc3cccc(c23)C(=O)N1CC1CCN(CC(O)COc2ccc3ccccc3c2)CC1 (stereo not drawn)	0.7	-21	42*	5	2.1
39	COCCNC(=O)c1cnn2c(C(F)F)cc(-c3ccccc3)nc12	-0.1	-7	7	1	-1.4
40	Cc1cc(C)c(C)c(OCCCn2ccnc2)c1	-1.7	6	-3	-2	0.3
41	CC(C)(C)c1ccc(S(=O)(=O)NCC(=O)N2CCCC2)cc1	-3.7	0	3	1	1.5
42	Cc1ccc2nc(N/C(=N/S(=O)(=O)c3ccc(F)cc3F)c3ccccc3)sc2c1	0.7	1	25	1	5.2
43	CC(C)(O)C(=O)NN(C(=O)c1ccccc1)c1ccc2ccccc2c1	-0.2	nt	7	1	-0.1
44	O=c1cc(-c2ccncc2)oc2ccccc12	1.6	-15	9	-3	-1.8
45	COc1ccccc1Cn1c(-c2ccco2)nc2nc3ccccc3nc21	5.5	-1	18	11	1.3
46	C=CCN1CCN(C(c2ccccc2OC)c2nnnn2C(C)(C)C)CC1 (stereo not drawn)	0.0	0	1	1	-1.8
47	COCC(=O)/C=C1\Sc2ccccc2N1C	0.6	-3	37*	-6	-1.6
48	Cc1c(C(=O)Nc2cc(F)ccc2F)sc2nc3n(c(=O)c12)CCCCC3	-0.6	11	1	3	-1.1

item	BoNT F protease	Mtb BioA inh	FadD28 binding	CCHF vOTU inh
37	-6	-0.7	-3.7	3
38	-2	-1.7	-2.3	20
39	-5	nt	0.3	-2
40	-5	0.0	0.0	8
41	-6	-0.5	-0.5	-11
42	-7	-0.4	-3.6	16
43	-12	-1.2	-2.4	nt
44	7	3.3	-2.0	2
45	-23	-1.4	-2.5	9
46	0	nt	-2.4	-19
47	-2	-0.2	?	13
48	-4	-1.2	-1.3	14

Other records
item	SMILES	BoNT-A LC inh2	PrPC surface inh	GDH-TPI inh	Mtb FBA inh	Mtb UGM inh
49	CC(C)c1ccc(NC(=O)C(=O)c2cn(CC(=O)N3CCCCC3)c3ccccc23)cc1	-1.1	-6	7	-2	0.0
50	CCC(=O)Nc1ccc(NC(=O)c2ccco2)c(OC)c1	0.7	-6	4	3	-0.7
51	CN(C)S(=O)(=O)c1ccc(C(=O)NCC(=O)N/N=C/c2cccs2)cc1	-0.5	-2	9	-1	-1.2
52	CCOCCCNC(=O)CCn1nc(-c2ccc(Cl)cc2)ccc1=O	-3.8	-6	1	1	2.0

item	BoNT F protease	Mtb BioA inh	FadD28 binding	CCHF vOTU inh
49	-10	0.1	-2.9	16
50	13	2.0	1.0	7
51	-3	1.6	-2.3	-10
52	3	1.5	-3.9	5

Bioassay records deposited in PubChem by several laboratories.
